Growth percent in the NCI-60 one-dose screen (48 h, 10 µM unless noted): 100 = growth as untreated, 0 = no growth, -100 = all killed.
TK-10: TK-10 renal cancer cells; 81,000 tested, 3.9% active; AID 1794769; active = growth percent below 10
The depositor's hits bear a star; & = joins results of further samples; ! = repeats disagree; [ ] = dose if it differs, or a comment.

canonical_smiles	TK-10
CCCCCN1C(=O)C(CC(=O)O)N=C(c2cccc(O)c2)c2ccccc21 (configuration not stated)	92[30 µM]
CCCCCN1C(=O)C(CC(=O)O)N=C(c2ccc(O)cc2)c2cc(Cl)ccc21 (configuration not stated)	95[30 µM]
COc1cc2c3cc1Oc1c(OC)c(OC)cc4c1C(Cc1ccc(cc1)Oc1cc(ccc1O)CC3N(C)CC2)N(C)CC4 (configuration not stated)	-100*![100 µM]
O=C1C(Cc2ccccc2)N=C(c2cccc(O)c2)c2ccccc2N1CC1CC1 (configuration not stated)	106[30 µM]
O=C(Nc1c(Cl)cc([N+](=O)[O-])cc1Cl)C(=O)C1C(=O)NC(=S)NC1=O	97&100[100 µM]
NC(=O)CCC1N=C(c2cccc(O)c2)c2ccccc2N(CC(N)=O)C1=O (configuration not stated)	115[30 µM]
CCCCN1C(=O)C(C(C)C)N=C(c2ccc(O)cc2)c2cc(Cl)ccc21 (configuration not stated)	124[30 µM]
CN1C(=O)C(CCC(=O)O)N=C(c2cccc(O)c2)c2ccc(Cl)cc21 (configuration not stated)	93[30 µM]
CN1C(=O)C(CCC(=O)O)N=C(c2cccc(O)c2)c2ccccc21 (configuration not stated)	113[30 µM]

Entries shown so far containing a halogen (four):
canonical_smiles	TK-10
CCCCCN1C(=O)C(CC(=O)O)N=C(c2ccc(O)cc2)c2cc(Cl)ccc21 (configuration not stated)	95[30 µM]
O=C(Nc1c(Cl)cc([N+](=O)[O-])cc1Cl)C(=O)C1C(=O)NC(=S)NC1=O	97&100[100 µM]
CCCCN1C(=O)C(C(C)C)N=C(c2ccc(O)cc2)c2cc(Cl)ccc21 (configuration not stated)	124[30 µM]
CN1C(=O)C(CCC(=O)O)N=C(c2cccc(O)c2)c2ccc(Cl)cc21 (configuration not stated)	93[30 µM]

Screening results: PubChem, NCI

The list is partial; count on the stated rates, not on these rows.
